# High-throughput results from PubChem BioAssay.
# G9a block – qHTS Assay for Inhibitors of Histone Lysine Methyltransferase G9a; Histone-lysine N-methyltransferase EHMT2 (Homo sapiens), Q96KQ7; G9a H3K9 monomethylation, AlphaScreen, 2 h; Potency, µM (highest dose often 102 µM), inactives show top-dose activity, negative = inhibition, actives largely listed as inhibitors; 8.8% of 350,000 active; AID 504332, 2011; note: potency is the fitted concentration of half-maximal effect; % is set by controls: 0 for no effect and ±100 for the full control effect; nearly all actives have a fitted effect of over 75% in size
# Target sequence (Q96KQ7 913-1193 limits assumed): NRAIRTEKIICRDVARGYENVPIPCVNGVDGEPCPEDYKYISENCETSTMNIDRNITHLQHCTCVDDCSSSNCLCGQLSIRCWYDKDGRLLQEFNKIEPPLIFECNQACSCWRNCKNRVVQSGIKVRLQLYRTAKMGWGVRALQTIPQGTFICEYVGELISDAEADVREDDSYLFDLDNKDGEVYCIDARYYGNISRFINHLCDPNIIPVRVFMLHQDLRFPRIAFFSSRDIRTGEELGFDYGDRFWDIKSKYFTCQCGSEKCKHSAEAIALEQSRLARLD
#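 G9a (20 nM) was preincubated 15 min with compound, then reacted 2 h at room temperature with 500 nM biotin-H3K9 peptide and 20 µM SAM. Monomethyl-H3K9 detected by AlphaScreen using anti-H3K9me1 antibody.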
# PI4K2A inh – qHTS for small molecular inhibitors of PI4K2A; Phosphatidylinositol 4-kinase type 2-alpha (Homo sapiens), Q9BTU6; purified PI4K2A, ADP-Glo luminescence, 1 h; stronger effect = lower value; activity change, negative = inhibition, % at 76.9 µM; 0.13% of 420,000 active; in the data active = activity change below about -50%; inconclusive = mostly about -30% to -49%;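 note: -100% = wells without enzyme as full effect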
# Target sequence (Q9BTU6 whole entry, looked up): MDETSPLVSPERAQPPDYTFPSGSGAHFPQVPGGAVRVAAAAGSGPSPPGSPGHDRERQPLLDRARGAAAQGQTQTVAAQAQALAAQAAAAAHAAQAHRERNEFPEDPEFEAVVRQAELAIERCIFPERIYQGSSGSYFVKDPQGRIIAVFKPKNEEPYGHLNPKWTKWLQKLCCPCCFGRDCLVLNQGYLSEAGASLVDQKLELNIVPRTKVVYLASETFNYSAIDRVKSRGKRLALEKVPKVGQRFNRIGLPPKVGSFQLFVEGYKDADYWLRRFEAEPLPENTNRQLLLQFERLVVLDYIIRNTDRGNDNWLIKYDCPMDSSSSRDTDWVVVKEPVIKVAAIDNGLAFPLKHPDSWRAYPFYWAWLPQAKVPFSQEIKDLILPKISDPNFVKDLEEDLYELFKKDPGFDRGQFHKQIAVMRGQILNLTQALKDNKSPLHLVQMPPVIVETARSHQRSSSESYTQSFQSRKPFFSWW
#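 In this quantitative HTS, ADP production by PI4K2A was quantified luminescently after 1 h at ambient temperature; 100 microM adenosine served as plate-quality control.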
# Pin1 inhibitor – qHTS Assay to Find Inhibitors of Pin1; Peptidyl-prolyl cis-trans isomerase NIMA-interacting 1 (Homo sapiens), Q13526; Potency, µM (series often up to 115 µM), inactives show at the top dose activity, negative = inhibition, actives largely listed as inhibitors; AID 504891, 2011; Pin1 FP peptide displacement, HiFluor488, 10 min; 0.009% of 390,000 active; active = well fitted inhibition curve with a large enough effect in the polarisation, with a control signal flat, not every such curve was filed as active; inconclusive = small, poorly fitted or top-dose-only effect, or effect the other way, or a change in a side signal; inactive = no such curve, though single readings can be large or run the other way; the % refers to the polarisation; note: potency is the fitted concentration of half-maximal effect; % is set by controls: 0 for no effect and ±100 for the full control effect
# PGK inhibitor – qHTS Assay to Find Inhibitors of Phosphoglycerate Kinase; 0.043% of 380,000 active; PGK/GAPDH coupled, Kinase-Glo luminescence, 60 min; Phosphoglycerate kinase, glycosomal (Trypanosoma brucei brucei), P07378; Potency, µM (series often up to 57.5 µM), for inactives: at the highest dose activity change, negative = inhibition, actives largely listed as inhibitors; note: potency is the fitted concentration of half-maximal effect; % is set by controls: 0 for no effect and ±100 for the full control effect; nearly all actives have a fitted effect of over 60% in size
#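 Luminescent ATP detection (Kinase-Glo Plus) follows a 60-minute room-temperature incubation, with wells lacking PGK as controls. Buffer: 100 mM TEA (pH 7.6), 5 mM MgCl2, 0.01% Tween-20. Coupling enzyme GAPDH (100 nM final) supplies unstable 1,3-BPG in-well.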
# HP1b binding inh – HTS for Inhibitors of HP1-beta Chromodomain Interactions with Methylated Histone Tails. Potency, µM (series often up to 114 µM), for the others: at the top dose activity change, negative = inhibition, actives largely listed as inhibitors. AlphaScreen HP1-beta / biotin-H3K9me3 peptide binding. AID 540317, 2011. 0.56% of 390,000 active. Chromobox protein homolog 1 (Homo sapiens), P83916; note: potency is the fitted concentration of half-maximal effect; nearly all actives have a fitted effect of over 70% in size; inactives centre near 23
# Target sequence (P83916 whole entry, looked up): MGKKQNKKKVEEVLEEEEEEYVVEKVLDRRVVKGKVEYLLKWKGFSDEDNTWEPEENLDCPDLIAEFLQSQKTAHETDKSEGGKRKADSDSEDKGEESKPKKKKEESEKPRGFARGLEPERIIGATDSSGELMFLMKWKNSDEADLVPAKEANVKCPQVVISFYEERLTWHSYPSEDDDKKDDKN
#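 Compound inhibition of the preformed complex between 50 nM HP1-beta and 50 nM biotinylated H3K9me3 peptide was read by AlphaScreen. Buffer was PBS pH 7.4 with 0.01% Tween-20. Incubations ran 30 min at room temperature, with 10 ug/mL donor/acceptor beads.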
# BAZ2B block – qHTS Assay for Inhibitors of BAZ2B; Bromodomain adjacent to zinc finger domain protein 2B (Homo sapiens), Q9UIF8; AlphaScreen BAZ2B-H3K14Ac peptide displacement; Potency, µM (top dose mostly 114 µM), for inactives: top-dose activity change, negative = inhibition, usual class: inhibitors; 4.4% of 360,000 active; AID 504333, 2011; note: potency is the fitted concentration of half-maximal effect; % is set by controls: 0 for no effect and ±100 for the full control effect; nearly all actives have a fitted effect of over 60% in size
#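 Complex of BAZ2B and biotin-H3K14Ac (50 nM apiece) forms over 30 min at RT, then faces library compounds up to 110 uM for another 30 min; AlphaScreen beads added, 20 min dark incubation, luminescence read.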
# ERG Ets-DNA blk – qHTS for Small Molecule Inhibitors of the ERG Ets/DNA interaction. Transcriptional regulator ERG (Homo sapiens), P11308. fluorescence polarization, His-ERG Ets domain / labelled DNA. Potency, µM (series often up to 76.9 µM), for inactives: at the top dose FP activity, negative = inhibition, most hits filed as inhibitors. 0.028% of 370,000 active. AID 624246, 2012; active = well fitted inhibition curve with a large enough effect in the polarisation, with a control signal flat; inconclusive = small, poorly fitted or top-dose-only effect, or effect the other way, or a change in a side signal; inactive = no such curve, though single readings can be large or run the other way; the % refers to the polarisation;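 note: polarization taken with two DNA probes labelled with fluorescein and Texas red; potency is the fitted concentration of half-maximal effect; % of control where 0% means no effect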
#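 His-tagged ERG Ets domain (1 uM in the protein solution; 300mM KCl, 50mM Tris-HCl, 1mM EDTA, 1mM DTT, pH 7.5) received compound, then a probe mix of 5 nM fluorescein-DNA and 100nM Texas-615-DNA. Fluorescence polarization was read for both dyes.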
# JMJD2A Tudor inh – qHTS Assay for Inhibitors of JMJD2A-Tudor Domain; AlphaScreen JMJD2A-Tudor / H3K4me3 peptide binding; AID 504339, 2011; Potency, µM (top dose mostly 114 µM), for the others: top-dose activity change, negative = inhibition, actives largely listed as inhibitors; Lysine-specific demethylase 4A (Homo sapiens), O75164; 4.4% of 390,000 active; note: potency is the fitted concentration of half-maximal effect; % is set by controls: 0 for no effect and ±100 for the full control effect; nearly all actives have a fitted effect of over 50% in size
# GLS inh – qHTS for Inhibitors of Glutaminase (GLS) | Glutaminase kidney isoform, mitochondrial (Homo sapiens), O94925 | GLS enzymatic activity, qHTS titration | Potency, µM (highest dose often 45.5 µM), for inactives: at the highest dose activity change, negative = inhibition, actives largely listed as inhibitors | 0.21% of 410,000 active | AID 624170, 2012; note: potency is the fitted concentration of half-maximal effect; % is set by controls: 0 for no effect and ±100 for the full control effect
#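 Enzyme dispensed in phosphate buffer (45 mM, pH 8.2, 0.02% Tween-20), compounds pinned in, then 1 mM L-glutamine solution and the glutamate oxidase–HRP–Amplex Red mix added; fluorescence read immediately and again after 30 min at room temperature.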
# * hit, by the source's call; i = inactive; ? = inconclusive; . = no result given; & = joins results of further samples; [ ] = another dose, or the depositor's remark. Unless noted, calls come from the whole dose curve; as a rule, active = well fitted curve in the direction sought with a large enough effect; inconclusive = small, poorly fitted or top-dose-only effect, or another doubt; inactive = no such curve, though single readings can be large; an effect the other way counts as inactive or inconclusive.
PI4K2A inh,PGK inhibitor,BAZ2B block,G9a block,GLS inh,JMJD2A Tudor inh,Pin1 inhibitor,HP1b binding inh,ERG Ets-DNA blk,SMILES
-1,0%,-18%,13%,-1%,-10%,3%,21%,-6%,Cc1cc(C)c(NC(N)=S)c(C)c1
0,8%,.,.,27%,-5%,2%,42%[activator],12%,CCCCCCCCNCCS(=O)(=O)NN1CCOCC1
-4,-7%,-6%,-6%[59 µM],-2%,-8%,-6%,37%,7%,Cc1onc(-c2c(F)cccc2Cl)c1C(=O)Nc1ccc(S(=O)(=O)Nc2ncccn2)cc1
10&-2,-2%&-9%,-35%,14%&-3%[59 µM],-6%&-11%,-24%&-23%,4%&16%,40%&30%[activator],5%&0%,Cc1cc(C)cc(NC(=O)Cn2nnc(C(=O)NCc3ccco3)c2N)c1
-10,-6%,8%,28%[12.7 µM],-12%,8%,2%,28%,-14%,Cc1ccc(C(NC(=O)NCCCN2CCOCC2)=C(Cl)Cl)cc1F
0,-6%,3%,15%[59 µM],1%,-8%,?,46%[activator],-3%,O=C(Cn1cnc2c(oc3ccccc32)c1=O)NCc1ccccc1
3,3%,.,.,-6%,-6%,-7%,18%,14%,O=C(CC1(CC(=O)N2CCOCC2)CCCC1)Nc1ccc(F)cc1
-3,0%,2%,1%,1%,-13%,-3%,28%,-10%,Cc1nnc(N)s1
5,-7%,56%[activator],63%[activator][59 µM],-1%,37%[activator],30%[activator],98%[activator],-9%,O=C(Nc1ccccc1-c1nc2ccccc2s1)c1ccco1
-2,i,2%,?,-2%,-7%,0%,65%[activator],1%,CCOC(=O)N1CCN(C(=O)CCS(=O)(=O)c2ccc3c(c2)CC(C)N3C(=O)CC)CC1 (centres undefined)
-6,2%,-10%,-48%[59 µM],30%,-1%,-1%,22%,0%,CCSc1nc(O)c(Cc2ccccc2)c(=O)[nH]1
4,-3%,-37%,-17%[0.501 µM],1%,-23%,11%,-4%,17%,CCOC(=O)c1c(C)[nH]c(C(=O)N2CCc3cc(OC)c(OC)cc3C2)c1C
0,-9%,.,.,0%,-31%,-1%,21%,-13%,COc1ccc([C@H]2/C=C\CN(C(=O)c3ccccc3)[C@@H](C)C(=O)N2Cc2ccc(F)cc2)cc1
3,-9%,-13%,1%,-10%,-2%,-8%,14%,-8%,CC1(C(=O)NCc2ccc(Cl)c(Cl)c2)Oc2cccnc2NC1=O (centres undefined)
2,i,3%,15%,-4%,-4%,-1%,28%,6%,COc1cccc(C2=NOC(C(=O)NCC3CCCO3)C2)c1 (centres undefined)
-2,i,-28%,?,-8%,-12%,23%,11%,4%,CC(=O)c1c(C)n(CCc2ccc(Cl)cc2)c2ccc(O)cc12
-4,-2%,-3%,-20%[59 µM],5%,-9%,-6%,31%,-5%,O=C(O)c1ccc(OCc2occc2C(=O)O)cc1
-3,-4%,-3%,.,-1%,-4%,-14%,21%,11%,C=CCc1c(NCCO)nc(C)[nH]c1=O
-1&-1,2%,0%&1%,7%,8%&-4%,-9%&-11%,-5%&-2%,-5%&12%,3%&-4%,CCCN(CCC)CCCNC(=O)Cn1cnc2sc(C)c(S(=O)(=O)N3CCC(C)CC3)c2c1=O
2,-9%,-34%,-7%,3%,-35%,10%,30%,-3%,CNC[C@H](CC1CCCCC1)NC[C@H](CO)NCC1(c2ccccc2)CC1
0,-9%,-14%,-3%[59 µM],8%,-1%,-8%,45%[activator][57 µM],0%,CC(=O)N1CCCc2cc(S(=O)(=O)N3CCC(N(C)C(C)C)CC3)ccc21
0,-12%,0%,-18%[59 µM],12%,-3%,8%,24%[57 µM],0%,Cc1ccc(CNC(=O)C2CCN(S(=O)(=O)c3ccc4c(c3)CCCN4C(=O)C3CCC3)CC2)cc1
-3,i,-12%,5%,0%,-1%,-9%,30%,1%,CC1CCN(C(=O)COC(=O)c2nn(C)c(=O)c3ccccc23)CC1
2,-3%,10%,-34%,2%,-18%,4%,26%,1%,CCN1CCN(S(=O)(=O)c2ccc(Cl)c(C(=O)NC3CCCC3)c2)CC1
2,-6%,?,-5%,3%,-23%,-2%,13%,4%,Cc1ccc(Cl)cc1NC(=S)N(Cc1cccnc1)Cc1ccccc1Cl
-1,-8%,-10%,-18%,20%,-22%,?,18%,13%,Cc1c(Cc2ccccc2)c(=O)oc2cc(OCC(=O)NC(Cc3ccc(Cl)cc3)C(=O)O)ccc12 (centres undefined)
11,2%,-21%,?,4%,40µM*,?,-9%,9%,C=CCSc1nnc(C)c(/C=C/Nc2ccc(Cl)cc2)n1
7,-7%,-1%,15%[59 µM],-7%,-26%,8%,17%,-1%,O=C1CCCC2=C1C(c1cccs1)n1nc(SCc3ccccc3F)nc1N2 (centres undefined)
2,-4%,-6%,-3%[59 µM],-1%,-10%,36%[activator],20%,4%,C=C(C)Cn1c(CCCNC(=O)CCC)nc2ccccc21
-1,i,1%,22µM*,1%,?,-20%,25%,-14%,Cc1cccc(NC(=O)C(NS(=O)(=O)c2ccc3c(c2)CCC(=O)N3)c2ccccc2)n1 (centres undefined)
0,-4%,-35%,-7%,8%,-32%,-10%,14%,4%,CCOC(=O)c1c(C)[nH]c(C)c1S(=O)(=O)NCCN1CCN(c2ccccc2F)CC1
-58*,?,.,.,-6%,10µM*,21%,?,12%,CCOc1ccc2c(ccc(/C=C/c3cc(C)c4cccnc4c3O)[n+]2C)c1
3,20%,?,?,23%,-33%,?,1%,-8%,Cc1ccc(OCC(=O)NNc2c3ccccc3nc3ccccc23)cc1
-3,-6%,3%,-40%,15%,-2%,-4%,42%[activator],2%,CCOC(=O)C1CCN(c2c(N3CCCC(C(=O)OCC)C3)c(=O)c2=O)CC1 (centres undefined)
3,1%,?,23%[59 µM],1%,-5%,-1%,14%,7%,CCN(C(=O)COC(=O)c1[nH]c(C)c(C(C)=O)c1C)c1c(N)n(Cc2ccccc2)c(=O)[nH]c1=O
-2,4%,12%,7%[59 µM],8%,0%,3%,32%,-3%,CC1Cc2ccccc2N1C(=O)c1cnsn1 (centres undefined)
-5,2%,?,?,9%,-25%[11.4 µM],-7%,-9%,-3%,[N-]=[N+]=CC(=O)c1ccnc(C(=O)C=[N+]=[N-])c1
6,-10%,-14%,16%,4%,?,0%,-1%,8%,COc1ccc(N2C(=O)CC(C3CCCO3)C2=O)cc1 (centres undefined)
1,2%,2%,-26%[59 µM],12%,-19%,-5%,5%,-15%,Cc1nc2ncnn2c(C)c1CCC(=O)NCCCN1CCN(c2cccc(Cl)c2)CC1
-2,-2%,50%[activator],5%[12.7 µM],-1%,22%,4%,60%[activator],10%,c1ccc(CSCc2ccccc2)cc1
-8,i,6%,?,13%,?,1%,30%,-2%,Clc1ccc(C2=Nn3c(nnc3-c3n[nH]c4c3CCC4)SC2)cc1
2,i,0%,-10%[59 µM],-3%,-10%,-2%,11%,.,COC(=O)c1c(NC(=S)Nc2ccccc2Cl)sc(C)c1C
-6,11%,-1%,1%[12.7 µM],1%,-5%,-2%,30%,-6%,CCOC(=O)CC1=Nc2ccccc2NC(=O)C1
-13,-9%,-12%,3%[12.7 µM],-7%,12%,0%,43%[activator],-19%,Cn1cc(Cl)c(-c2nc3ccccc3[nH]2)n1
4,9%,?,6%[12.7 µM],-6%,?,-2%,6%,-4%,COc1ccc(CCNC(=O)[C@H](C)N2C(=O)N3CCc4c([nH]c5ccccc45)[C@@]3(C)C2=O)cc1OC
-3,-4%,-15%,7%,-4%,1%,7%,-4%,0%,CNC(=O)CC1C(=O)N(c2ccc(Cl)cc2)C(=S)N1CCc1ccc(OC)c(OC)c1 (centres undefined)
5,-2%,6%,11%[12.7 µM],0%,-5%,2%,20%,-4%,CC(=O)c1cc2ccccc2oc1=O
-2,-6%,-2%,12%,1%,-4%,-1%,33%,7%,Cc1ccc(C(C)NC(=O)Cc2cccs2)c(C)c1 (centres undefined)
1,-7%,3%,79%[activator],1%,-6%,23%,37%,-2%,COc1ccc(CCNC(=O)C2(c3ccccc3)CC2)cc1
3,-8%,5%,4%[0.501 µM],-1%,-21%,4%,22%,6%,CCCNC(=O)C(CC)NC(=O)c1cccc([N+](=O)[O-])c1 (centres undefined)
-1,-10%,-3%,-2%[59 µM],-8%,-23%,0%,21%,-2%,COc1ccccc1NC(=O)c1cc(S(=O)(=O)NCCc2ccccc2)ccc1F
1,2%,14µM*,?,38%[activator],45µM*,3%,18µM*,.,Nc1ccc(N2CCN(c3ccc(Cl)c(Cl)c3)CC2)cc1
